SENP8 block-1: SENP8 protease inhibition | Q96LD8 | purified SENP8, Z-RLRGG-aminoluciferin cleavage, luminescence | inhibition, % at 10 µM | 330,000 compounds, 1.2% hits | AID 2540; in the data active = inhibition above about 50%
Target sequence (Q96LD8 whole entry, looked up): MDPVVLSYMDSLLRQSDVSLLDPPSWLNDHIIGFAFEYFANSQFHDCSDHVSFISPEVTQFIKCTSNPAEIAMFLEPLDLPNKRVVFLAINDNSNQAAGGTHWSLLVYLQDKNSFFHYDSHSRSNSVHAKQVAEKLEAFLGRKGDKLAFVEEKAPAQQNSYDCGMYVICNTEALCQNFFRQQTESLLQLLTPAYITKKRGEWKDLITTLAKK
NALP3 yeast inh: blocks the NALP3 inflammasome reconstituted in yeast; Yeast reconstituted NLRP3/ASC/caspase-1, beta-gal luminescence, 24 h; inhibition, % at 10 µM; 330,000 compounds, 0.39% hits;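 active = inhibition of 50% or more; inactive = inhibition below 50%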;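 also: plate controls were induced DMSO wells for no effect and uninduced yeast grown without galactose for full effect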
Apaf-1 inh: inhibitors of human Apaf-1 apoptosome | 330,000 compounds, 0.71% hits | O14727 | inhibition, % at 20 µM | reconstituted apoptosome caspase-3 activity, DEVD-Rh110 fluorescence; active = inhibition of at least 40% at 20 µM;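 also: plate controls were DMSO wells for no effect and DEVD-CHO caspase inhibitor wells for full effect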
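Material: reconstituted apoptosome with Apaf-1, cytochrome c, caspase-9, procaspase-3, dATP. Technique: Rh110 fluorescence intensity. Buffer or medium: pH 7.5 Hepes buffer with CHAPS, BSA, DTT. Times: 30 min plus 50 min, RT.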
PfGluPho inh: PfG6PD (Plasmodium falciparum) enzyme inhibition. PfGluPho enzyme, NADPH resazurin-diaphorase fluorescence. inhibition, % at 20 µM. 350,000 compounds, 0.78% hits;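 active = inhibition reaching at least a set limit at 20 µM in the primary screen, cut at about 59% in these data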;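 also: 0% = DMSO wells with substrate and 100% = DMSO wells lacking glucose-6-phosphate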
SENP8 block-2: blocks human SENP8 cleavage of Nedd8 substrate; 360,000 compounds, 0.64% hits; AID 602440; inhibition, % at 20 µM; Q96LD8; recombinant SENP8, Nedd8 substrate fluorescence; in the data active = inhibition mostly above about 40%, no sharp cut-off; inactive = mostly below about 27%
SENP7 inh: SENP7 protease inhibition | Q9BQF6 | recombinant SENP7, Z-RLRGG-aminoluciferin luminescence, 40 min | inhibition, % at 5 µM | 330,000 compounds, 1.5% hits | AID 434973;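 active = inhibition above about 50% at the single test dose, limit read from the data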;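 also: plate controls were DMSO with enzyme for no effect and no enzyme buffer wells for full effect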
Target sequence (Q9BQF6 706-1050 limits assumed): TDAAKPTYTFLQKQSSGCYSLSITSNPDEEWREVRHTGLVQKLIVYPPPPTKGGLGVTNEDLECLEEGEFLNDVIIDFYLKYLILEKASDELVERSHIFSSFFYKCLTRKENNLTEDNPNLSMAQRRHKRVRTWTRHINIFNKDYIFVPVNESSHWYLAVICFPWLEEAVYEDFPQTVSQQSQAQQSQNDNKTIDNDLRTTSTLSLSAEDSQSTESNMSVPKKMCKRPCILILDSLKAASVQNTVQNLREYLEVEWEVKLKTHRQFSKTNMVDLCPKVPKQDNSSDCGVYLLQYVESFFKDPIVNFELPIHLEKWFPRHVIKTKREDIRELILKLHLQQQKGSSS
SENP1 inh: blocks the human SENP1 SUMO protease catalytic domain. Q9P0U3. recombinant SENP1 catalytic domain, CyPet-SUMO1-YPet FRET cleavage. inhibition, % at 10 µM. 360,000 compounds, 0.21% hits;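 active = inhibition at least 30% at 10 µM, raw YFP signal under a set limit, fluorescence ratio 0.5 to 1.5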;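 also: 0% = enzyme with DMSO and 100% = no enzyme wells; some results filed as inactive read as strong as hits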
Target sequence (Q9P0U3 419-644 limits assumed): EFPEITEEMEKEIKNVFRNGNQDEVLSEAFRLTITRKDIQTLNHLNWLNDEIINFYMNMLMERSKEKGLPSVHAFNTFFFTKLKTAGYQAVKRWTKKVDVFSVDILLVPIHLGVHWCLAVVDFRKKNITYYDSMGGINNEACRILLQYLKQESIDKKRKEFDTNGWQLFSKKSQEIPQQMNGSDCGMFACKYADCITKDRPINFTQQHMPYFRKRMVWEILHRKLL
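Test system: recombinant human SENP1 catalytic domain, His6-tagged / Medium: pH 8 Tris buffer with EDTA, NaCl, BME, BSA, NP40, catalase / Also added: SUMO1 FRET substrate flanked by Cypet and Ypet, 25 nM / Times: 50 min reaction at room temperature / Signal: FRET, CFP and YFP emission / Control set: no-enzyme low control and enzyme-plus-DMSO high control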
HKDC1 inh: inhibitors of human hexokinase HKDC1; AID 493160; Q2TB90; recombinant HKDC1, G6PDH/diaphorase resazurin coupled fluorescence; inhibition, % at 20 µM; 340,000 compounds, 0.16% hits;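 active = inhibition above about 35% when tested at 20 µM, limit read from the data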;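 also: plate controls were DMSO wells with enzyme for no effect and DMSO wells lacking enzyme for full effect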
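System: Recombinant HKDC1 hexokinase | Amount: HKDC1 at 5 µg/mL | Reagent: Glucose with 1 mM ATP | Doses: Single 20 µM dose | Incubation: Reaction time 90 min, room temperature, protected from light | Signal: Coupled resazurin fluorescence, excitation 525 nm, emission 613 nm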
SENP6 inh: SENP6 protease inhibition; Q9GZR1; Recombinant SENP6 catalytic domain, aminoluciferin luminescence; inhibition, % at 10 µM; 330,000 compounds, 1.8% hits; AID 2599;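 active = inhibition above about 50% at the single tested dose, limit read from the data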;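 also: plate controls were DMSO wells with enzyme for no effect and DMSO wells lacking enzyme for full effect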
* hit, by the source's call; & = joins results of further samples.

Start of the data: the first 3 entries, to show the layout:
SMILES	SENP8 block-1	NALP3 yeast inh	Apaf-1 inh	PfGluPho inh	SENP8 block-2	SENP7 inh	SENP1 inh	HKDC1 inh	SENP6 inh
O=C(COC(=O)CCc1c[nH]c2ccccc12)NCc1ccc2c(c1)OCO2	-3	5	0	-11	3	6	1	16	7
Cc1cc(C)cc(N(CC(=O)N2CCC(C)CC2)S(C)(=O)=O)c1	0	11	10	10	23	-5	1	-6	-15
Cc1cnc(C(=O)OCC(=O)Nc2ccc(C)c(S(=O)(=O)N3CCOCC3)c2)cn1	9	11	-4	15	-11	4	-4	-7	7

This part in full (from the top)
SMILES	SENP8 block-1	NALP3 yeast inh	Apaf-1 inh	PfGluPho inh	SENP8 block-2	SENP7 inh	SENP1 inh	HKDC1 inh	SENP6 inh
O=C(COC(=O)CCc1c[nH]c2ccccc12)NCc1ccc2c(c1)OCO2	-3	5	0	-11	3	6	1	16	7
Cc1cc(C)cc(N(CC(=O)N2CCC(C)CC2)S(C)(=O)=O)c1	0	11	10	10	23	-5	1	-6	-15
Cc1cnc(C(=O)OCC(=O)Nc2ccc(C)c(S(=O)(=O)N3CCOCC3)c2)cn1	9	11	-4	15	-11	4	-4	-7	7
CCN(CC)C(=N)N1c2ccccc2CCC1C (stereo not given)	-4	-4	4	8	5	-6	2	-4	7
CCCc1nnc(NC(=O)Cn2cnc3ccccc3c2=O)s1	-2	7	-4	-14	14	6	3	-7	-25
O=C(NCCc1ccc(Cl)cc1)c1cccnc1	-1	1	3	-1	25	11	2	-3	-2
O=C(NCc1ccccc1)N1CCn2c(nc3ccccc32)C1	-1	14	-4	-3	-180	-1	-1	-1	5
O=c1c(C(c2ccccc2)c2c(O)nc3n(c2=O)CCS3)c(O)nc2n1CCS2	1	11	-12	-8	5	10	2	-2	3
N/C(Cc1cccs1)=N\OC(=O)COc1ccccc1Cl	-8	21	0	-6	18	-2	4	-3	-31
COc1ccc(-n2nc(C(=O)NCC(=O)N3CCN(c4ccccc4F)CC3)c3ccccc3c2=O)cc1OC	2	22	16	-18	-61	-1	-1	2	-6
CCN(CC)S(=O)(=O)c1ccc(NC(=O)c2cnc(C)cn2)cc1	10	25	-1	-12	12	-6	1	-7	-25
O=C(CCn1c(=S)oc2ccccc21)Nc1cc([N+](=O)[O-])ccc1F	7	9	5	5	24	-1	4	-2	3
Cc1cc(C(=O)N2CCCC(N3CCN(c4cccc(C(F)(F)F)c4)CC3)C2)c(C)o1 (stereo not given)	2	-2	19	-3	-7	0	-1	4	0
O=C(CCN1C(=O)/C(=C/C=C/c2ccccc2)SC1=S)Nc1ccccn1	0	11	8	1	10	-7	3	-1	0
O=C(c1cccs1)N1CCN(c2nc3c(F)cc(F)cc3s2)CC1	-7	45	8	10	2	-1	2	-6	3
O=c1[nH]c(/C=C/c2ccccc2Cl)c([N+](=O)[O-])c(=O)[nH]1	-1	3	1	2	12	-1	1	14	-3
O=C(Nc1ccc(N2C(=O)CCC2=O)cc1Cl)c1cccs1	-8	14	5	-8	13	-12	6	-2	-8
CCN1C(=O)S/C(=C\c2ccc(N3CCOCC3)cc2C)C1=O	-7	36	20	8	-6	1	-21	0	-18
COc1ccc(Cl)cc1NC(=O)CN(C)CC(=O)NC(C)c1ccccc1 (stereo not given)	2	17	1	-6	18	-1	1	-5	-12
CC(c1ccccc1)C1C(C#N)=C(N)SC(N)=C1C#N (stereo not given)	-7	11	1	24	-6	-3	-10	-3	19
COc1cccc(OCC(O)CN2CCN(c3ncccn3)CC2)c1 (stereo not given)	-3	6	-7	22	6	7	-1	-3	-12
O=C(CCNS(=O)(=O)c1ccc(Br)s1)N1CCCCC1	-3	9	-7	6	14	-3	1	-6	-7
CCN(CC)CCNC(=O)Cn1cnc2sc(C)c(S(=O)(=O)N3CCN(c4ccccc4OC)CC3)c2c1=O	2	27	3	3	2	3	-1	-6	-10
COc1ccc(NC(=O)c2cc(S(=O)(=O)N(Cc3ccccc3)c3ccccc3)ccc2Cl)cn1	0	9	16	7	18	0	2	-3	8
Cc1nn(C)c(Oc2cccc(C(F)(F)F)c2)c1C=O	-1	-6	-1	2	-16	0	-13	-5	-6
(continued)
SMILES	SENP8 block-1	NALP3 yeast inh	Apaf-1 inh	PfGluPho inh	SENP8 block-2	SENP7 inh	SENP1 inh	HKDC1 inh	SENP6 inh
CCOC(=O)C1=NN(c2cccc(Cl)c2)C2=NC(C)=C(C(=O)OC)C(c3cccs3)N12 (stereo not given)	-5	6	28	25	1	15	0	-1	1
C/C(Cc1ccccc1)=N\NC(=O)CNC(=O)c1ccc(C(C)(C)C)cc1	5	5	11	3	17	0	2	-7	-6
CCCN(CC1CC1)C(=S)NC(=O)c1cc(Br)ccc1Cl	-7	20	4	-5	-6	-1	1	1	2
O=c1c2ccccc2nc(SCc2cccc(F)c2)n1Cc1ccco1	-7	4	12	2	20	-5	1	-1	7
CCC(=O)N=c1sc2c(OC)ccc(OC)c2n1C	-9	24	3	-12	-22	11	0	-3	-4
O=C(N/N=C/c1ccc(-n2ccnc2)cc1)c1cccs1	6	12	0	8	-31	4	1	2	5
Cn1nc(C(=O)N2CCCC2)c2ccccc2c1=O	1	8	-7	1	-3	0	0	-11	-4
COc1ccc2[nH]c(C)c(C(=O)CN3CCN(C(=O)c4ccco4)CC3)c2c1	3	17	0	10	2	2	-1	-3	8
C/C(=N\NC(=O)CSc1ncccn1)c1ccc2c(c1)OCCO2	-5	16	0	5	1	-5	1	-3	-24
CC(=O)Nc1ccc(NC(=O)c2ccccc2N(C)S(=O)(=O)c2ccc(C)cc2)cc1	2	6	-7	0	0	-11	0	-8	8
O=C(Nc1ccncc1)Nc1ccc(F)c(Cl)c1	-18	12	9	-8	11	-6	0	2	-14
O=C(/C=C/c1ccccc1Cl)N(Cc1ccccc1)C1CCS(=O)(=O)C1 (stereo not given)	-11	-17	1	6	9	-4	1	-6	-5
COc1ccccc1/C=C/C=N/NC(=O)CN1CCN(Cc2ccccc2)CC1	-1	-9	3	-2	-36	-9	3	4	-13
O=C(OCC(=O)N1CCCC1=O)c1nc(Cl)c(Cl)c(Cl)c1Cl	-13	1	11	7	9	-28	-1	1	-14
COc1ccc(/C=N/N(Cc2ccccc2)c2ccccc2)cc1O	-12	-28	18	6	3	-1	-1	0	-16
CN1CCN(c2ccc(-c3ccnn3C(=O)Nc3cccc(C(F)(F)F)c3)cc2)CC1	-8	-3	-3	8	5	2	2	2	-12
CCOc1cc(CNc2cccc3[nH]c(C)nc23)ccc1OC	2	14	31	24	28	2	-9	5	26
COc1cc(C=NNC(=O)c2cccnc2)ccc1OC(=O)c1ccccc1F	2	-18	4	0	-2	0	2	-2	0
COC(=O)[C@@]1(Cc2ccc(OC)cc2)[C@H]2c3cc(C(=O)N(C)C)[nH]c3C[C@H]2CN1C(=O)c1ccccc1	3	7	4	4	5	-4	1	-4	-9
COc1cccc(C(=O)/C=C/Nc2ccc(S(=O)(=O)Nc3ncccn3)cc2)c1	21	10	0	-16	-386	35	-60	-7	63*
CCSc1nc(C)nc2c1oc1ccccc12	-9	-15	12	-5	8	-4	-2	-2	-9
O=S(=O)(NCc1ccccc1)c1cccs1	0	2	13	13	37	0	1	-4	-6
Cc1c(C(=O)C(=O)NCCC2=CCCCC2)c2ccccc2n1C	-9	22	6	-15	16	-4	1	-7	-1
Cc1ccc(O)c(CCc2ccccc2)n1	3	10	-9	11	-86	5	-2	-9	8
CCOC(=O)/C=c1\s/c(=C\c2ccc(C#N)cc2)c(=O)n1CC(=O)Nc1cccc(C)c1C	-4	9	-9	-20	-124	2	-31	-4	-20
Next part.
SMILES	SENP8 block-1	NALP3 yeast inh	Apaf-1 inh	PfGluPho inh	SENP8 block-2	SENP7 inh	SENP1 inh	HKDC1 inh	SENP6 inh
O=C(c1cc(-c2ccccc2)on1)N1CCN(Cc2ccc3c(c2)OCO3)CC1	-1	24	11	7	10	1	-1	-5	-5
CC(C)(C)C(=O)NCCN1CCN(C(=O)C(C)(C)C)CC1	8	-13	-2	-18	3	6	-1	-2	-6
O=C(O)CCC(=O)N1N=C(c2c(-c3ccccc3)c3cc(Cl)ccc3[nH]c2=O)CC1c1cccs1 (stereo not given)	3	24	16	4	-371	0	-3	2	-1
COc1ccc(Cl)cc1-c1n[nH]c(=S)n1C1CCCCC1	4	7	2	39	5	5	-1	-1	2
COc1ccc(NC(=O)c2cc(SC)ccc2Cl)cc1	-2	18	-7	13	2	-2	2	-2	-8
CC(C)NC(=S)Nc1ccc2cn[nH]c2c1	-2	-6	-3	-3	-22	-1	0	3	11
COc1ccc(C2=NOC(C(=O)NCc3cccs3)C2)cc1 (stereo not given)	-4	29	4	6	20	1	1	1	-19
Fc1ccc(Nc2nc(N3CCOCC3)nc(N3CCOCC3)n2)cc1	-6	12	-6	15	8	-3	0	-7	1
Cc1ccc(NS(=O)(=O)c2ccc3c(c2)CCC(=O)N3)cc1	4	0	-13	-9	5&6	-2	1&-1	3	9

Full records, quoted from the list.
O=C(c1cc(-c2ccccc2)on1)N1CCN(Cc2ccc3c(c2)OCO3)CC1 as listed: SENP8 block-1: -1; NALP3 yeast inh: 24; Apaf-1 inh: 11; PfGluPho inh: 7; SENP8 block-2: 10; SENP7 inh: 1; SENP1 inh: -1; HKDC1 inh: -5; SENP6 inh: -5
O=C(O)CCC(=O)N1N=C(c2c(-c3ccccc3)c3cc(Cl)ccc3[nH]c2=O)CC1c1cccs1 (stereo not given) as listed: SENP8 block-1: 3; NALP3 yeast inh: 24; Apaf-1 inh: 16; PfGluPho inh: 4; SENP8 block-2: -371; SENP7 inh: 0; SENP1 inh: -3; HKDC1 inh: 2; SENP6 inh: -1

Screening data (PubChem BioAssay)
